SENP7 inh – blocks the human protease SENP7 | inhibition, % at 5 µM | Q9BQF6 | 330,000 compounds, 1.5% hits | recombinant SENP7, Z-RLRGG-aminoluciferin luminescence, 40 min;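 active = inhibition above about 50% at the single test dose, limit read from the data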;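 note: plate controls were DMSO with enzyme for no effect and no enzyme buffer wells for full effect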
Target sequence (Q9BQF6 706-1050 limits assumed): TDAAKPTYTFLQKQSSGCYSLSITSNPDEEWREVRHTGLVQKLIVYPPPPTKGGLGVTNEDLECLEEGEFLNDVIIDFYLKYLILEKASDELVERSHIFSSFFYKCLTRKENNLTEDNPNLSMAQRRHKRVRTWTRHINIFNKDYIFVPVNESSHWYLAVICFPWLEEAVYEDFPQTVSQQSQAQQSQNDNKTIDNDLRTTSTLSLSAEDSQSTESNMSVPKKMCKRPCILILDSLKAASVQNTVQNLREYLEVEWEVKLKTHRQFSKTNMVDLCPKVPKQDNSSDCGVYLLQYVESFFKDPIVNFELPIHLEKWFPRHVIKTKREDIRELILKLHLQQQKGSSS
HKDC1 inhibitor – inhibitors of human hexokinase HKDC1; Q2TB90; recombinant HKDC1, G6PDH/diaphorase resazurin coupled fluorescence; inhibition, % at 20 µM; 340,000 compounds, 0.16% hits; AID 493160;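 active = inhibition above about 35% when tested at 20 µM, limit read from the data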;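 note: plate controls were DMSO wells with enzyme for no effect and DMSO wells lacking enzyme for full effect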
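Incubation: 90 min at room temperature in dark / Material: recombinant HKDC1 (HK5) hexokinase enzyme, produced in-house / Quantity: enzyme 5 µg/mL final / Compound: one dose of 20 µM, 1% DMSO / Reagent: glucose and ATP substrates / Buffer or medium: Tris pH 8.0 buffer with MgCl2, Tween-20, BSA, BME / Technique: resorufin fluorescence at 613 nm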
SENP8 block-1 – inhibitors of human SENP8 protease | Q96LD8 | 330,000 compounds, 1.2% hits | AID 2540 | purified SENP8, Z-RLRGG-aminoluciferin cleavage, luminescence | inhibition, % at 10 µM; in the data active = inhibition above about 50%
Target sequence (Q96LD8 whole entry, looked up): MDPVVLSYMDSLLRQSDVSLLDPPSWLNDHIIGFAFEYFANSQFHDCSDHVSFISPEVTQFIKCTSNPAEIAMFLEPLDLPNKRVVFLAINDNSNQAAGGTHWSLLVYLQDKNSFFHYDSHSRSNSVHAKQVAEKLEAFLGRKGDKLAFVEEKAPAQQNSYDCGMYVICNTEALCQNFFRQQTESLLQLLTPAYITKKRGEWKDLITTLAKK
PfG6PD inh – PfG6PD (Plasmodium falciparum) enzyme inhibition | inhibition, % at 20 µM | 350,000 compounds, 0.78% hits | AID 504690 | PfGluPho enzyme, NADPH resazurin-diaphorase fluorescence;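 active = inhibition reaching at least a set limit at 20 µM in the primary screen, cut at about 59% in these data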;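 note: 0% = DMSO wells with substrate and 100% = DMSO wells lacking glucose-6-phosphate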
SENP1 inh – SENP1 (human) catalytic domain inhibition. Q9P0U3. recombinant SENP1 catalytic domain, CyPet-SUMO1-YPet FRET cleavage. inhibition, % at 10 µM. 360,000 compounds, 0.21% hits;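 active = inhibition at least 30% at 10 µM, raw YFP signal under a set limit, fluorescence ratio 0.5 to 1.5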;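 note: 0% = enzyme with DMSO and 100% = no enzyme wells; some results filed as inactive read as strong as hits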
Target sequence (Q9P0U3 419-644 limits assumed): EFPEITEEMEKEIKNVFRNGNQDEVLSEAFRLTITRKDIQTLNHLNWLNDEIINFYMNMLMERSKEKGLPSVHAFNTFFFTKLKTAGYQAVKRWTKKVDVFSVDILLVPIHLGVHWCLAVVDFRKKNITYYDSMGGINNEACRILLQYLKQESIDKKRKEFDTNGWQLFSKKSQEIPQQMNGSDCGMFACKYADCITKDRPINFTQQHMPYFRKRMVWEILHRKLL
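Assay system – human recombinant His6-tagged SENP1 catalytic domain enzyme · Input – SENP1 enzyme, 20 pM final · Buffer or medium – Tris pH 8 buffer plus EDTA, NaCl, BME, BSA, NP40, catalase · Schedule – 50 min reaction at room temperature · Technique – FRET read of cyan and yellow fluorescence · Control set – no-enzyme wells low, DMSO-plus-enzyme wells high control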
SENP6 block – blocks the human protease SENP6; Recombinant SENP6 catalytic domain, aminoluciferin luminescence; inhibition, % at 10 µM; 330,000 compounds, 1.8% hits; AID 2599;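 active = inhibition above about 50% at the single tested dose, limit read from the data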;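 note: plate controls were DMSO wells with enzyme for no effect and DMSO wells lacking enzyme for full effect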
UBC13 inh – inhibitors of human UBC13 polyubiquitin chain formation; 330,000 compounds, 0.47% hits; P61088; AID 485273; inhibition, % at 20 µM; TR-FRET; in the data active = inhibition above about 45%, passing the limit was not always enough
Target sequence (P61088 whole entry, looked up): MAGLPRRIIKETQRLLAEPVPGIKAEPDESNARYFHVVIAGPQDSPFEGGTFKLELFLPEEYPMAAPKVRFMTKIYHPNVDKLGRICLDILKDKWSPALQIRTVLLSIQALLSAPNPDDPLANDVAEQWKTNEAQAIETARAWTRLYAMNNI
beta cell repl – inducers of beta-cell replication in MIN6 cells. MIN6 cells proliferation, ATPlite luminescence, 48 h; cells starved in 0.2% serum; 100% = growth in 10% serum. 330,000 compounds, 0.29% hits. AID 2380. proliferation, % at 10 µM;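 active = compounds whose signal lies at least 3.5 SD above the mean of all wells on their plate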;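 note: 0% = DMSO-treated cells in low-serum medium and 100% = 10% serum control; some compounds called inactive have numbers as strong as hits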
SENP8 block-2 – SENP8 (human) protease inhibition; recombinant SENP8, Nedd8 substrate fluorescence; inhibition, % at 20 µM; 360,000 compounds, 0.64% hits; AID 602440; Q96LD8; in the data active = inhibition mostly above about 40%, no sharp cut-off; inactive = mostly below about 27%
Active calls of the source: *; . = not tested or not shown.

SMILES	SENP7 inh	HKDC1 inhibitor	SENP8 block-1	PfG6PD inh	SENP1 inh	SENP6 block	UBC13 inh	beta cell repl	SENP8 block-2
COC(=O)CC1C(=O)NCCN1C(=O)CSc1nc2ccccc2o1 (stereo not given)	-5	-2	1	14	2	-12	8	0	1
CC(C)(C)NC(=O)C(c1cccs1)N(C(=O)C(=O)NC1CCCC1)c1ccccc1F (stereo not given)	0	-10	-3	1	3	-6	-4	-1	17
Cn1c(=O)c2[nH]c(SCCN3CCOCC3)nc2n(C)c1=S	.	-1	.	43	2	.	.	.	33
COCCNC(=O)c1cc(-c2cccnc2)nc2ccc(Br)cc12	11	0	3	-6	0	0	-6	-2	1
CCOc1ccc2nc(NC(=O)C3(C)CC3(Br)Br)sc2c1 (stereo not given)	1	5	1	-5	-1	-17	7	-4	22
O=C(O)CCCc1nc(-c2ccccc2)no1	-7	-2	-15	-10	1	0	-4	1	8
Cc1ccnc(NC(=O)CCC(=O)N(CC(=O)NCc2ccccc2)c2ccc3c(c2)OCO3)c1	7	1	-1	-1	1	6	-1	0	32
CC(C)(C)NS(=O)(=O)c1ccc2[nH]c3c(c2c1)CCCCC3	-1	0	2	16	-9	5	10	-1	0
CCc1ccccc1N1C(=O)[C@@H]2Cc3ccccc3CN2C1=O	2	-1	2	2	-1	10	4	-2	10
CC(C)(C)OC(=O)N1CCC(CNC(=O)c2ccc(F)cc2F)CC1	3	-1	3	8	1	7	-1	0	-9
C=CCSc1nc(O)c(C2OC(=O)c3c2ccc(OC)c3OC)c(=O)n1-c1ccccc1 (stereo not given)	2	5	-1	-29	0	17	10	0	5
COc1ccc(-n2nc(C(N)=O)nc2-c2ccccc2)cc1	-6	-4	-9	3	1	-11	-7	-2	17
Cc1cccc2[nH]c(CN(C)Cc3nc(CC4CC4)no3)nc12	7	-7	4	-8	-2	-5	2	1	-1
O=C(Nc1ccc(-c2ccc3nncn3n2)cc1)C1CCCC1	2	-1	-3	7	-1	4	3	-1	-425
Cc1ccccc1C(=O)N1CCN(c2ccccn2)CC1	0	-1	-1	-12	1	0	8	-5	-5
CC(C)(C)c1cnnn1-c1ccc(-c2csc(N)n2)cc1	-6	-4	-4	-59	1	-19	-1	-2	-44
CC(NC(=O)Cn1c(=O)[nH]c2ccsc2c1=O)C12CC3CC(CC(C3)C1)C2 (stereo not given)	-5	3	-5	3	0	-10	-2	0	4
CC(C)Cc1nnc(NC(=O)CCC(=O)N2CCN(Cc3ccc(Cl)cc3)CC2)s1	4	-6	0	-11	0	-13	10	1	5
Cc1cccc(C(=O)Nc2ccc(NC(=O)c3ccccc3)cc2)c1	-39	-3	-9	11	1	0	0	-4	7
O=c1cc(O)nc(SCc2ccc(Cl)cc2)[nH]1	4	3	6	-16	2	5	3	0	11

Single values from the results shown:
In SENP8 block-2, CC(C)(C)NS(=O)(=O)c1ccc2[nH]c3c(c2c1)CCCCC3 shows 0
In SENP6 block, O=C(Nc1ccc(-c2ccc3nncn3n2)cc1)C1CCCC1 shows 4

Further records:
SMILES	SENP7 inh	HKDC1 inhibitor	SENP8 block-1	PfG6PD inh	SENP1 inh	SENP6 block	UBC13 inh	beta cell repl	SENP8 block-2
Cn1c(=O)c2c(nc(NCCc3ccccc3)n2Cc2ccc(F)cc2)n(C)c1=O	17	2	-8	6	1	-4	6	-6	4
Cc1ccc(C)c(NC(=S)N2CCCC2)c1	9	-4	-10	2	3	0	2	2	14
CCn1c(SCC(=O)Nc2cccc(NC(=O)c3ccco3)c2)nnc1-c1cccs1	1	2	-8	18	1	19	0	-2	6
CC(NC(=O)COC(=O)/C=C/c1ccc([N+](=O)[O-])cc1)c1ccccc1 (stereo not given)	6	-8	-2	5	4	-2	-4	0	22
O=Cc1ccc(Oc2cc(-c3ccccc3)nc(-c3ccccc3)n2)cc1	4	-14	-1	5	2	16	-8	-3	2
CS(=O)(=O)N(CC(=O)NCc1ccncc1)Cc1ccc(Cl)cc1	.	-5	.	-9	1	.	.	.	15
CC1=C(C(=O)Nc2ccccc2)C2(CCCCC2)C(C#N)=C(S)N1	-3	-2	-1	28	-16	1	-9	-2	-14
C=CCn1c(=S)[nH]c2scc(-c3cccs3)c2c1=O	.	-8	.	-5	0	.	.	.	-6
CC(C)c1cccc(C(C)C)c1OCCCCN1CCCC1	-8	-13	9	-6	-2	8	-1	-1	10
COc1ccc(N(C(C)C(=O)Nc2ccc(S(=O)(=O)N3CCCCC3)cc2)S(C)(=O)=O)cc1 (stereo not given)	2	7	0	6	0	7	-5	0	18
Cc1c(N2C(=O)/C(=C/c3cccc4ccccc34)SC2=S)c(=O)n(-c2ccccc2)n1C	11	-3	1	-13	1	-31	-9	-2	28
CCNc1c(NC(=O)c2cccs2)c(=O)oc2ccccc12	-1	-5	-5	-12	-1	12	0	2	13
COc1ccc(N2CC(C(=O)N[C@H](C(=O)NC3CCCC3)C(C)C)CC2=O)cc1 (stereo not given in full)	-1	-1	-4	-11	1	3	6	0	6
O=C(NCc1ccccc1)C(c1ccccn1)N(C(=O)c1csnn1)c1ccccc1F (stereo not given)	6	-6	5	12	0	-2	6	-2	4
O=C(NCCCn1ccnc1)c1cc2nc(-c3ccc(Br)cc3)cc(C(F)(F)F)n2n1	-3	3	-5	4	-8	11	14	-5	-293
O=C(NCCO)C(O)C(O)C(=O)NCCO (stereo not given)	9	-1	9	9	1	-3	5	2	10
O=C(CN(c1ccc(F)cc1)S(=O)(=O)c1ccc2c(c1)OCCO2)Nc1ccc2c(c1)OCO2	14	5	4	6	1	-6	-2	-1	-3
CCOC(=O)N/N=C/c1c(C)nn(-c2ccccc2Cl)c1Cl	6	2	-4	7	2	-7	1	0	12
CC(C)C(=O)NC(=S)N(Cc1ccccc1)Cc1ccccc1	-4	-7	1	16	2	-2	21	3	3
O=C(CCc1nc2ccccc2c(=O)[nH]1)NNC(=O)c1cccc(Cl)c1	-3	-2	-6	13	-9	-13	6	0	-12
Cc1cccc(C(=O)NCCCNC(=O)c2ccc(C)nc2)c1	-9	5	7	-26	-1	-10	4	0	8
CC(C)=C1SC(N2CCCCC2)=NC1=O	9	1	-2	-14	1	-1	1	0	17
C#CCOCCOCCOCCNc1nc(N2CCN(C(=O)[C@H](CCC(=O)O)n3cc([C@@H](N)CCCCN)nn3)CC2)nc(N2CCN(C(=O)[C@H](CCC(=O)O)n3cc([C@@H](N)CCCCN)nn3)CC2)n1	2	-4	3	6	-2	5	18	-1	7
Cc1cc(Br)ccc1NC(=O)CN1C(=O)C2C3CC(c4ccccc4)C(C3)C2C1=O (stereo not given)	-4	1	-1	8	0	6	-4	-4	12
O=C(Cc1ccccc1)NCCc1cnc[nH]1	-2	-4	0	-8	0	1	3	-2	15
COc1ccc(N(CC(=O)NCCC2=CCCCC2)S(C)(=O)=O)cc1	10	-7	-7	-11	-2	-4	5	1	4
COc1ccc(CN2CCN(C3CCC3)CC2CCO)c(C)c1C (stereo not given)	15	-2	-7	22	0	-23	-4	-2	11
CCOc1ncccc1C(=O)Nc1ccc(S(=O)(=O)NC2=NCCCCC2)cc1	-1	-2	5	-11	0	2	6	3	9
CCOC(=O)C1CCN(C2=NC(=O)/C(=C/c3ccccc3OC)S2)CC1	-12	0	-18	-6	0	-26	-7	0	-23
CCCOC(=O)c1cccc(Nc2nc(-c3cccnc3)nc3ccccc23)c1	-2	4	0	10	-20	-10	49*	-6	-429
CN1CCC(=NNC(=O)c2ccco2)CC1	10	0	2	-9	2	2	0	5	22
Cc1cccc(NC(=O)COC(=O)C2C3CC4OC(=O)C2C4C3)c1C (stereo not given)	-9	-1	-4	-11	0	-9	-8	0	8
COc1ccc(N(C(=O)c2cccnc2)S(=O)(=O)c2ccc3c4c(cccc24)C(=O)N3C)cc1	-2	15	2	9	-40	19	8	-1	-390
Cn1c(C(=O)NCCOc2ccccc2Cl)cc(=O)n(C)c1=O	4	4	-4	-8	0	-10	8	-3	10
CCOc1ccc2nc(SC(CC)C(=O)Nc3cc(C)on3)sc2c1 (stereo not given)	-13	-7	-15	2	0	-23	4	-2	25
O=C(Nc1ccccc1C(=O)N1CCOCC1)c1ccco1	-2	-3	-5	-4	-1	-12	-5	-3	12
COc1ccc(CN(CC2CCCO2)S(=O)(=O)c2ccc(C(=O)O)cc2)cc1OC (stereo not given)	2	13	-1	8	4	-13	-1	-2	9
Cc1ccc2sc(=O)[nH]c2c1	12	-7	-4	1	2	-21	-1	-3	23
Fc1ccc(-c2nnc(-c3ccc4ccccc4c3)o2)cc1	.	1	.	19	1	.	.	.	-307
O=c1c2ccccc2[nH]c(=S)n1-c1cccc(S(=O)(=O)N2CCCC2)c1	0	-8	2	47	1	14	12	0	8
CC(OC(=O)CSCC(=O)Nc1ccc(Cl)cc1)C(=O)N(C)Cc1ccccc1 (stereo not given)	.	-6	.	0	1	.	.	.	1
O=C(O)c1ccc(N=C2c3ccccc3-c3ccccc32)cc1	.	0	.	21	4	.	.	.	20
O=c1[nH]cc(S(=O)(=O)N2CCCc3ccccc32)c(=O)[nH]1	-1	-6	-10	-1	-2	-12	-2	-1	17
CC(OC(=O)c1cc(=O)[nH]c2ccccc12)C(=O)NCc1ccccc1 (stereo not given)	0	-6	12	6	2	8	7	1	-174
Cn1c(=O)oc2cc(S(=O)(=O)N3CCC(C(=O)Nc4ccc(OC(F)(F)F)cc4)CC3)ccc21	5	-4	2	-6	1	-19	7	-1	18
Cc1onc(-c2c(Cl)cccc2Cl)c1C(N)=O	-4	-8	-6	20	1	-6	-3	-1	5
O=C(CCC1CCCC1)Nc1ccc(C(=O)NCc2cccnc2)cc1	-6	-4	-5	1	1	-15	-7	-6	8
Cn1c(Cc2cccs2)n[nH]c1=S	-10	-4	-7	14	1	-7	-2	-2	-5
O=C(O)c1ccc(N2C(=O)Nc3ccccc3N2O)cc1	7	-3	2	-7	2	-13	2	-1	7
CS(=O)(=O)Nc1cccc(-c2cnc3ccccc3n2)c1	-3	0	-12	26	6	-25	-11	1	0
CCN(CC)CCN(Cc1cc2cccc(C)c2[nH]c1=O)C(=S)Nc1ccccc1	-10	-5	-10	21	0	4	10	-2	12
Cn1c(=O)c2c(-c3ccccc3)n(Cc3cccnc3)cc2n(C)c1=O	-3	3	-11	-1	4	-9	-3	-2	2
O=C(Nc1ccc2c(c1)CCC2)c1ccc(Cl)nc1	0	12	3	38	5	6	-8	-1	-4
O=C(CSc1n[nH]c(-c2ccccc2)n1)N1CCCC1	6	2	0	-1	2	7	6	-2	23

Nothing new here: four of the compounds above.
SMILES	SENP7 inh	HKDC1 inhibitor	SENP8 block-1	PfG6PD inh	SENP1 inh	SENP6 block	UBC13 inh	beta cell repl	SENP8 block-2
CS(=O)(=O)Nc1cccc(-c2cnc3ccccc3n2)c1	-3	0	-12	26	6	-25	-11	1	0
CCN(CC)CCN(Cc1cc2cccc(C)c2[nH]c1=O)C(=S)Nc1ccccc1	-10	-5	-10	21	0	4	10	-2	12
Cn1c(=O)c2c(-c3ccccc3)n(Cc3cccnc3)cc2n(C)c1=O	-3	3	-11	-1	4	-9	-3	-2	2
O=C(Nc1ccc2c(c1)CCC2)c1ccc(Cl)nc1	0	12	3	38	5	6	-8	-1	-4

Compound activity as filed in PubChem.
